Cl transport mod = KCC2 (human) Cl- transport modulation | KCC2 cells, thallium flux FluoZin-2 fluorescence | B-score of Tl+ flux slope (higher = more flux/activation; lower = inhibition) at 10 µM | 190,000 compounds, 2.2% hits;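 active = thallium flux slope and its plate-corrected score both differing from the plate sample mean at a set confidence after two filtering rounds, in either direction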;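 note: slope of fluorescence scaled to starting intensity during 10 to 20 s after thallium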
Target sequence (Q9H2X9 whole entry, looked up): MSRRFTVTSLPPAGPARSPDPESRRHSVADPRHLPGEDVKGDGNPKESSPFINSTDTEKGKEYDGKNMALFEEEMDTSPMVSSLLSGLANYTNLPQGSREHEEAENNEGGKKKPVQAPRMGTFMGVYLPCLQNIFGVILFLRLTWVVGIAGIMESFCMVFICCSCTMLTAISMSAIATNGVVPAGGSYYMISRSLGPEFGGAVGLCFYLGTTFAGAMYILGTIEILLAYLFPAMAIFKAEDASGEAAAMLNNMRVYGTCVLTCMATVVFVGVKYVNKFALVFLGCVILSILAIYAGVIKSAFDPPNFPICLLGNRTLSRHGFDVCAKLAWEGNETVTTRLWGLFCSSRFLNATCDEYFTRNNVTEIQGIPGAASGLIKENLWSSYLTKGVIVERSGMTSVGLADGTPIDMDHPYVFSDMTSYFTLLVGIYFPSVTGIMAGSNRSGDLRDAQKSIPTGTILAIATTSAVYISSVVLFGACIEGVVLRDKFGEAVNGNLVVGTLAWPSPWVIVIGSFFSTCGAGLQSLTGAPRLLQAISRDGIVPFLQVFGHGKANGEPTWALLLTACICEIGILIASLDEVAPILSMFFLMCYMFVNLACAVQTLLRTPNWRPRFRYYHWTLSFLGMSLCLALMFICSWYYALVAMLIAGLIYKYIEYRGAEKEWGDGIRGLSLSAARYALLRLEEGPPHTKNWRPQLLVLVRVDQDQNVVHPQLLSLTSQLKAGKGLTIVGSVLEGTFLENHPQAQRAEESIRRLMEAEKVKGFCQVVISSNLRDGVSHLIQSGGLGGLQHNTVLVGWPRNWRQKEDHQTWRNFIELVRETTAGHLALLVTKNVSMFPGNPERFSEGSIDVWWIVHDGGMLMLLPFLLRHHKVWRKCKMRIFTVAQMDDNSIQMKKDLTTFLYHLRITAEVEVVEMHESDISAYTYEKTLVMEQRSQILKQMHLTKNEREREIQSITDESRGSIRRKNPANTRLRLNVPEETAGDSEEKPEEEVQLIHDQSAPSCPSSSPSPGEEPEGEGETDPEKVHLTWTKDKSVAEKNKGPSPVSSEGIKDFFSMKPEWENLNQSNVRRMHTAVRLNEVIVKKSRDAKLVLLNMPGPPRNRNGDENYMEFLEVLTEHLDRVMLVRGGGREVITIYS
FXIIa inh = blocks human coagulation factor XIIa protease activity; 220,000 compounds, 0.3% hits; purified FXIIa, Boc-QGR-AMC fluorogenic substrate, 2 h; inhibition, % at 5 µM; P00748; AID 800; in the data active = inhibition above about 40%;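 note: 0% = enzyme with no compound and 100% = blank without enzyme; many of its hits are not listed in these tables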
Hck-Nef inh = blocks Nef-activated human Hck kinase; P08631; Recombinant Hck-YEEI plus Nef, Z-Lyte FRET kinase assay; inhibition, % at 20 µM; 220,000 compounds, 0.68% hits;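 active = Hck-Nef kinase inhibition above about 50%, limit read from the data; inactive = inhibition below that limit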;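 note: 0% = DMSO with Hck plus Nef and 100% = Hck alone without Nef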
hK5 inh = kallikrein 5 (human) inhibition; 210,000 compounds, 0.59% hits; AID 873; recombinant hK5, fluorogenic AMC substrate cleavage; inhibition, % at 5 µM; Q9Y337;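 active = inhibition of 40% or more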;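 note: 0% = enzyme controls without compound and 100% = no-enzyme blanks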
TNF death inh = TNF-alpha cell death inhibition in Jurkat FADD-/- cells; AID 463075; activation (protection from cell death), % at 10 µM; 220,000 compounds, 0.068% hits; Jurkat FADD-/- TNF necroptosis rescue, ATP luminescence, 24 h; 0 = TNF only, 100 = no-TNF cells;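 active = activation, meaning protection from cell death, of at least 50% relative to plate controls; inactive = activation below 50%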;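 note: necroptosis triggered by 40 ng/mL TNF-alpha added together with compound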
Rad51 HR inh = blocks human Rad51 in homologous recombination | hRad51 DNA strand exchange, fluorescence dequenching | Q06609 | AID 1385 | 200,000 compounds, 0.085% hits | inhibition, % at 10 µM;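 active = inhibition above 40% at the single screening dose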;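 note: 0% = DMSO control wells and 100% = blanks with heterologous ssDNA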
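Test system: preformed human Rad51 ssDNA filaments. Compound dosing: single dose, 10 µM final compound. Incubation: filaments 15 min 37 °C, then compound 30 min. Technique: FRET fluorescence dequenching, excitation 485 nm, emission 520 nm. Read-out basis: percent inhibition from fluorescence, normalised to plate control and blank means. Benchmarks: plate controls and plate blanks.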
FXIa inh = factor XIa (human) inhibition; purified FXIa, Boc-Glu-Ala-Arg-AMC fluorogenic substrate; inhibition, % at 5 µM; 220,000 compounds, 0.14% hits; AID 798;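 active = inhibition of at least 40%; inactive = inhibition below 40%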;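 note: fluorescence of freed AMC excited at 355 nm; 0% = enzyme without compound and 100% = no enzyme blank; many of its hits are not listed in these tables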
Thrombin inh = inhibitors of human thrombin | 220,000 compounds, 0.26% hits | alpha-thrombin, Boc-VPR-AMC fluorogenic substrate cleavage | P00734 | inhibition, % at 5 µM | AID 1046;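 active = inhibition at or above 40%; inactive = inhibition below 40%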;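 note: 0% = enzyme with no compound and 100% = wells without enzyme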
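Assay system: human alpha-thrombin enzyme. Reagent: Boc-VPR-AMC substrate, 15 µM final. Compound dosing: one concentration per compound, 5 µM, with 0.2% DMSO. Incubation: room-temperature reaction. Technique: AMC fluorescence, 355/460 nm. Measure: % inhibition relative to enzyme controls and enzyme-free blanks.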
zVAD death inh = L929 zVAD cell death inhibition | 220,000 compounds, 0.38% hits | L929 zVAD necroptosis rescue, ATP luminescence, 24 h; with zVAD 60 µM | viability rescue, % at 10 µM;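 active = activation, scaled between plate controls, above about 75%, limit read from the data; inactive = activation under that limit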;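 note: 0% = zVAD with DMSO and 100% = DMSO alone without zVAD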
Numbers without * were called inactive; i = inactive; / = no result given.

Each structure is followed by: Cl transport mod	FXIIa inh	Hck-Nef inh	hK5 inh	TNF death inh	Rad51 HR inh	FXIa inh	Thrombin inh	zVAD death inh
- COCCNC(=O)c1ccccc1NC(=O)CN(c1ccc2c(c1)OCO2)S(C)(=O)=O
 : /	2	-2	1	0.2	7	-8	-7	0.5
- CCN1C(=O)N/C(=C/c2cc(C)n(Cc3ccccc3)c2C)C1=O
 : 0.46	6	8	-9	0.3	-3	2	-1	1.2
- Cc1cc2nccc(-c3ccco3)n2n1
 : -0.11	15	3	-16	0.9	5	6	-3	2.3
- Cc1noc(/C=C/N(C)C)c1S(=O)(=O)N1CCN(c2ccccc2)CC1
 : /	12	13	6	0.9	0	-2	0	0.4
- Cc1c(C(=O)NCCCN2CCCC2=O)oc2ccc(S(=O)(=O)N3CCOCC3)cc12
 : -0.88	16	-3	-3	1.7	-3	2	-1	1.2
- CC(C)Oc1ccc(/C=N/NC(=O)c2ccc(N(Cc3ccccc3)S(C)(=O)=O)cc2)cc1
 : 0.25	5	2	-10	0.8	/	1	-7	1.5
- Cc1ccc(-c2nn(-c3ccccc3)cc2C(=O)N2CCN(c3ccccn3)CC2)cc1
 : 0.35	8	-11	1	0.4	-1	-2	-9	1.4
- O=C(COC(=O)c1ccccc1C(=O)N1CCN(c2ccccc2)CC1)Nc1ccccc1
 : 0.43	4	20	-4	0.7	2	-3	-5	0.5
- CN(c1ccccc1)S(=O)(=O)c1cccc(NC(=O)c2cncc(Br)c2)c1
 : -0.0081	6	16	0	-0.1	/	-2	-6	1.2
- C=CCOc1c(CNc2cccc(C(=O)O)c2)cccc1OCC
 : /	7	0	1	-2.1	3	9	2	-0.5
- Cc1ccc(NC(=O)c2nccnc2C(=O)O)cc1C
 : /	10	2	11	0.2	4	-2	-9	-0.7
- CCOc1ccc(S(=O)(=O)N(C)c2ccc(OCC(=O)NCc3ccc(C(=O)OC)cc3)cc2)cc1
 : -0.39	4	4	/	3.9	/	-1	-4	3.1
- Cc1ccc(S(=O)(=O)Nc2cc(Cl)c(O)cc2C)cc1
 : -0.91	1	-2	0	-3.5	2	-6	-5	0.8
- O=C(Cc1cccs1)NCc1cccc(CNC(=O)Cc2cccs2)c1
 : -0.74	5	26	-2	2.4	0	0	-9	-0.9
- O=C(c1cccnc1)C1CCCN(Cc2nc(Cc3ccccc3F)no2)C1 (stereo not drawn)
 : -0.79	7	26	5	-0.6	11	2	-12	0.6

The final 3 entries of the section before lead into the next.
Each structure is followed by: Cl transport mod	FXIIa inh	Hck-Nef inh	hK5 inh	TNF death inh	Rad51 HR inh	FXIa inh	Thrombin inh	zVAD death inh
- Cc1ccc(S(=O)(=O)Nc2cc(Cl)c(O)cc2C)cc1
 : -0.91	1	-2	0	-3.5	2	-6	-5	0.8
- O=C(Cc1cccs1)NCc1cccc(CNC(=O)Cc2cccs2)c1
 : -0.74	5	26	-2	2.4	0	0	-9	-0.9
- O=C(c1cccnc1)C1CCCN(Cc2nc(Cc3ccccc3F)no2)C1 (stereo not drawn)
 : -0.79	7	26	5	-0.6	11	2	-12	0.6
- O=C(NCc1ccco1)C1CCCN(S(=O)(=O)c2ccc(Cl)cc2)C1 (stereo not drawn)
 : 0.18	35	2	7	0.4	3	16	-1	1.0
- COCCCNC(=O)CN(C1CCCCC1)S(=O)(=O)c1ccc(C)cc1
 : /	9	0	-3	-0.5	2	-3	-7	0.1
- CCOc1cc2c(C#N)c(N3CCNCC3)nc(N)c2c(N)n1
 : -0.11	1	7	7	6.0	14	-3	-6	1.0
- CCn1c(CNc2ccc(Cl)cc2)nnc1SCC(=O)NCc1ccccc1
 : -0.19	10	1	-1	-7.4	1	4	-2	0.0
- CC12CC3(C)CC(C)(C1)CC(C(=O)NC(=S)N1CCOCC1)(C2)C3
 : 9.4*	10	-3	-10	-3.9	-1	1	0	-0.2
- O=C(Nc1ccccc1)N1CCC(C(=O)N2CCN(c3ccccc3F)CC2)CC1
 : 0.27	14	10	-2	-0.8	-14	10	-4	0.6
- CN(CCO)c1cc(N(C)CCO)c([N+](=O)[O-])cc1[N+](=O)[O-]
 : 1.1	8	18	-12	0.1	6	10	8	0.7
- Cc1c(Cl)cccc1NC(=O)NCc1ccc(F)cc1
 : -0.079	5	19	-6	8.3	6	7	-6	2.1
- CC(C)C(=O)NNS(=O)(=O)c1ccccc1[N+](=O)[O-]
 : -0.46	-2	-2	-15	0.6	-8	-9	-7	1.0
- CN1/C(=C\C(=O)Nc2ccc(Cl)cc2)C(C)(C)c2ccccc21
 : -0.53	7	2	1	1.6	-9	6	2	0.9
- CCN(CC)CCCNC(=S)N(Cc1cccnc1)Cc1cc2cc(C)cc(C)c2[nH]c1=O
 : -0.63	0	13	-14	-0.2	14	-7	-12	0.2
- CCN(CC)c1ccc(-n2c(O)c(C=C3N=c4ccccc4=N3)sc2=S)cc1
 : 1.3	1	4	-4	2.2	3	3	-5	0.7
- COc1ccc(-c2noc(CCC(=O)NCC3CCN(Cc4cccc(C)c4)CC3)n2)cc1
 : 0.53	11	3	-8	-3.1	13	4	0	-1.4
- CCOc1ccc(Br)cc1S(=O)(=O)Nc1cccc(S(=O)(=O)N(CC)CC)c1
 : -1.2	16	2	-11	1.7	4	8	-5	0.5
- Nc1ccc2nc3c(=O)n(C4CCCCC4)c(=O)[nH]c3nc2c1
 : i	8	-33	7	0.3	i	5	1	-0.1
- O=C(COc1ccc(C(=S)N2CCOCC2)cc1)N1CCCC1
 : 5.6	13	0	0	-1.8	0	3	0	-0.3
- Cc1cccc(NC(=O)c2sc3nc4c(c(-c5cccs5)c3c2N)CN(C)CC4)c1
 : -0.16	1	-27	-1	-2.0	1	-4	5	-1.3
- CCN(CC(=O)Nc1ccc(OC)cc1)CC(=O)Nc1ccc(Cl)cc1F
 : -1.2	0	22	6	2.0	-17	-5	-16	2.7
- Cc1ccnn1CC(=O)N/N=C/c1ccc2c(c1)OCO2
 : 0.11	11	4	-44	2.0	-2	4	-1	-0.1
- COc1cc2c(cc1OC)C(c1cccs1)N(C(=O)c1ccc(S(=O)(=O)N(C)C)cc1)CC2 (stereo not drawn)
 : -0.62	10	18	7	1.0	8	1	1	0.1
- Cc1ccnc(NC(=O)CCC(=O)N(CC(=O)NCc2ccccc2)c2ccc3c(c2)OCO3)c1
 : -0.88	8	6	-10	-7.0	-8	2	-1	-0.7
- Nn1c(SCC(=O)NCCC2=CCCCC2)nnc1C(F)(F)F
 : -0.32	-2	1	-13	-0.5	5	-11	-7	0.8
- Cc1ccn2cc(-c3cnoc3C)nc2c1
 : /	3	0	-4	-0.6	8	-1	0	-0.4
- Cc1ccc(-n2nc3c(=O)n(CC(=O)c4ccc(F)cc4)nc(C)c3c2C)cc1
 : -0.28	14	4	-6	-6.2	/	8	1	/
- CCCC(=O)Nc1ccc(NC(=O)CCc2ccccc2)cn1
 : -0.059	11	0	4	-1.4	7	1	-1	0.1
- O=C(Nc1ccc([N+](=O)[O-])cc1)C(Cc1ccccc1)N1C(=O)c2cccc3cccc(c23)C1=O (stereo not drawn)
 : 1.5	5	-9	-2	0.7	-12	-3	-8	1.2
- CCSc1nc2c(c(=O)[nH]1)C(c1ccncc1)C(C(=O)OC(C)C)=C(C)N2 (stereo not drawn)
 : /	-1	5	-73	-0.9	-7	-2	0	0.3
- CC1CCC(C(C)C)C(OCC(O)CN2CCOCC2)C1 (stereo not drawn)
 : -1	14	-20	-1	-0.7	7	3	-6	1.0
- CN(C)/N=C/C=C1\CCC/C(=C/c2cccs2)C1=O
 : 0.22	10	14	2	-5.8	-10	3	6	1.9
- CCOC(=O)CSC1=NN2CCS(=O)(=O)N=C2S1
 : /	10	18	13	-0.6	11	16	6	1.8
- CC(C)Oc1ccc(/C=C(/NC(=O)c2ccccc2)C(=O)NCCC(=O)O)cc1
 : 2.3	5	17	-9	0.3	7	-6	-10	1.6
- CC(C)(C)NC(=O)NC(=O)COC(=O)COc1ccc2c(c1)CCC2
 : -0.43	12	1	-14	1.7	6	-8	1	1.5
- CC(OC(=O)C1=Cc2ccccc2OC1)C(=O)NCc1ccco1 (stereo not drawn)
 : -2.3	5	11	-4	0.3	-3	-7	5	1.9
- COc1ccc(C(C)=O)cc1COC(=O)CNC(=O)c1ccccc1F
 : -0.78	6	2	-19	0.8	/	7	-3	0.3
- CCS(=O)(=O)Nc1ccc(C(=O)OC)cc1
 : 0.72	-10	5	5	-0.7	1	-3	-5	0.1
- O=C(CCc1ccccc1)Nc1ccncc1
 : -0.34	18	1	-16	-1.4	3	-1	-7	0.1
- Cc1nnc(N2CCCCC2)c2ccccc12
 : -0.074	11	-1	-2	0.3	13	3	2	0.4
- O=C(Nc1ccc2c(c1)OCCO2)C1CCCN1S(=O)(=O)c1ccc(Cl)cc1 (stereo not drawn)
 : -0.24	16	2	-9	-3.2	-3	-4	3	0.5
- CC(C)(C)NC(=O)NC(=O)COC(=O)c1ccco1
 : 0.71	20	0	-11	1.1	-8	0	4	3.0
- CS(=O)(=O)Nc1ccc(S(=O)(=O)N2CCOCC2)cc1
 : 1.4	5	1	-18	-2.8	3	-1	-2	0.6
- S=c1[nH]nc2c3c4c(sc3ncn12)CCCC4
 : 6.7*	-4	-2	-15	-2.2	-5	2	-3	0.7
- COC(=O)c1c(C)[nH]c(C(=O)CN2CCOCC2)c1C
 : -0.064	13	1	-20	-2.5	-12	-1	-1	-0.2
- Fc1ccc2nc(C3CCN(Cc4nc(CC5CC5)no4)CC3)[nH]c2c1
 : 0.96	13	9	3	0.0	5	1	1	6.6
- Cc1cccc(NC(=O)c2cnn(-c3ccc(F)cc3)c2C2CCNCC2)c1C
 : 0.23	6	18	1	1.9	7	-2	-8	6.8
- N#CC1=C(N)N(c2ccccc2Sc2ccccc2)C(=O)C1
 : -1.1	-14	-9	-3	0.1	-3	-7	-16	0.0
- CS(=O)(=O)n1nc(-c2ccccc2)nc1NCc1ccco1
 : -0.2	7	8	-20	0.6	5	5	-3	-0.1
- CCOC(=O)N1CCC(=NNC(N)=O)CC1
 : -0.49	7	24	7	0.2	-7	0	-10	3.9
- CCN(CC)S(=O)(=O)c1ccc(NC(=O)COC(=O)c2ccc(NC(=O)CC#N)cc2)cc1
 : -0.26	3	18	-3	1.3	-24	-6	-5	34
- Cc1cc(Cl)ccc1OCC(=O)NCCCN1CCOCC1
 : /	4	0	-26	0.5	-6	2	-9	1.0
- CN(c1ccc(C(=O)Nc2ccccc2C(=O)N2CCOCC2)cc1)S(C)(=O)=O
 : -0.19	-3	6	-6	-1.0	-12	-9	-6	-0.8
- CCCS(=O)(=O)N1CCN(C(=O)c2ccco2)CC1
 : -0.65	5	13	4	1.6	4	1	1	-0.3
- CC(C)OC(=O)c1c2c(n3ccccc13)C(=O)c1ccccc1C2=O
 : -0.019	12	3	-5	-5.1	i	6	-13	1.0
- Cc1nc(N)ncc1Sc1ccc(Cl)cc1
 : -1.8	7	-7	-10	1.6	8	-3	3	-0.3
- O=C(NC(=O)c1cccc(F)c1)OC[C@@H]1CCCN2CCCC[C@H]12
 : 0.6	13	21	-6	1.0	0	4	-8	0.4
- COCCN1Cc2cccc(C(=O)NCc3cccnc3)c2C1=O
 : 0.46	-2	1	0	-0.1	1	-9	-2	0.3

An excerpt; count on the stated rates, not on these rows.
